# TIM10 inh: growth inhibitors of TIM10 yeast strain | S. cerevisiae TIM10 strain growth, BacTiter-Glo luminescence, 24 h | inhibition, % at 10 µM | actives 1.4% (n = 330,000);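 active = inhibition of 40% or more at the single tested concentration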;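 also: wild-type TIM10 isogenic control strain grown at permissive 25 °C; 0% = DMSO yeast wells and 100% = minimal medium wells without yeast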
# CXCR6 block: blocks human CXCR6 beta-arrestin recruitment; CHO-K1 PathHunter CXCR6 beta-arrestin, luminescence; inhibition, % at 20 µM; actives 0.36% (n = 360,000); AID 602244; in the data active = inhibition above about 34%, passing the limit was not always enough;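 also: antagonist mode with CXCL16 agonist at 10 nM final; 0% = 10 nM CXCL16 with DMSO and 100% = unstimulated wells without agonist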
# APJ antagonist: antagonists of human APJ apelin receptor. P35414. CHO-K1 APJ beta-arrestin complementation, luminescence. inhibition, % at 20 µM. actives 0.32% (n = 330,000). AID 2521;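 active = inhibition above about 40% at 20 µM, limit read from the data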;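 also: cells challenged with 10 nM apelin-13 agonist together with compound; plate controls were apelin-13 plus DMSO wells for no effect and DMSO wells lacking apelin-13 for full effect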
# UPR XBP1 act: adaptive UPR (XBP1) activation. CHO-XBP1 luciferase reporter, IRE1-XBP1 UPR activation, luminescence; percent of tunicamycin response, DMSO as zero. activation, % at 20 µM. actives 0.33% (n = 330,000). AID 463104;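 active = versus positive control, 20 µM dose yields 30% or more activation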;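 also: 100% = tunicamycin at 10 µg/mL and 0% = DMSO only wells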
#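 Test system: CHO-XBP1 luciferase reporter cells | Buffer or medium: Serum-containing F12 medium, 10% FBS | Schedule: 6 h compound exposure at 37 °C, 5% CO2 | Detection: Steady-Glo luciferase glow luminescence, 10 min after reagent addition | Read-out basis: Activation, % of tunicamycin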
# UPR CHOP act: apoptotic UPR (CHOP) activation. CHO-CHOP luciferase reporter, luminescence; percent of tunicamycin response over DMSO baseline. activation, % at 10 µM. actives 0.34% (n = 330,000);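 active = at 10 µM dose, activation of 40% or more, normalized to positive control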;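 also: 100% = tunicamycin at 10 µg/mL and 0% = DMSO alone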
#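 System: CHO CHOP reporter cells. Amount: 500 cells per well. Buffer or medium: F12 medium, 10% FBS. Compound dosing: one dose, 10 µM in 0.5% DMSO. Incubation: 6 h compound exposure at 37 °C after overnight seeding. Technique: Steady-Glo luciferase luminescence. Benchmarks: tunicamycin and DMSO controls.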
# Mdm2-MdmX inh: inhibitors of human Mdm2/MdmX interaction | O15151+Q00987 | SaOS-2 split-luciferase Mdm2/MdmX complementation, luminescence | inhibition, % at 8 µM | actives 3% (n = 330,000) | AID 485346;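 active = inhibition of at least 50% at 8 µM in the primary screen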
# Target sequence (O15151 whole entry, looked up): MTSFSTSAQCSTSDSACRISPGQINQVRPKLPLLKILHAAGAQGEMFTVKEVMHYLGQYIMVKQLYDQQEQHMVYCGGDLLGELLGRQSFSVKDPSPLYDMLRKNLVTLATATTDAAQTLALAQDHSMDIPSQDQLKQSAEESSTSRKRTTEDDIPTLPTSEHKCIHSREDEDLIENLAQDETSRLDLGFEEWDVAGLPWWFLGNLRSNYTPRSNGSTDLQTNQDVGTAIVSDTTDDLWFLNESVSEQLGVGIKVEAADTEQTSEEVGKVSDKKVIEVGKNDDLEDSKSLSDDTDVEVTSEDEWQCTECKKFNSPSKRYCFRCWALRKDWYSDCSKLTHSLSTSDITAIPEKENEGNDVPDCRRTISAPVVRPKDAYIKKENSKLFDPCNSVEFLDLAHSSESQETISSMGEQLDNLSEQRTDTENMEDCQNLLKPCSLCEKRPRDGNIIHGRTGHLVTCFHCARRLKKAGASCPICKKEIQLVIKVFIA
# Target sequence (Q00987 whole entry, looked up): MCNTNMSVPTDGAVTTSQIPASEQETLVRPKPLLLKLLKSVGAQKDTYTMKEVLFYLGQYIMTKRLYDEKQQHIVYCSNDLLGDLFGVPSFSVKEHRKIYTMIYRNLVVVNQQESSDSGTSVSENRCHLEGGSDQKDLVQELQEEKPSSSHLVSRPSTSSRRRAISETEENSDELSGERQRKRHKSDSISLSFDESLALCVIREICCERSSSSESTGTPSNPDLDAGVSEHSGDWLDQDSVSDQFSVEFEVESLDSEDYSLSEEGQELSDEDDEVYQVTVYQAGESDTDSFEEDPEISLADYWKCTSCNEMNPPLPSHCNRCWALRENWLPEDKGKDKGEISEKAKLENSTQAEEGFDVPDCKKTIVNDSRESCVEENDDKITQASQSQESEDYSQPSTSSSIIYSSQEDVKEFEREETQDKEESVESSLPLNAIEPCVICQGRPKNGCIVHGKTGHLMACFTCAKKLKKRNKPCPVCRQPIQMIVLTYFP
# APJ ag: APJ receptor agonism | P35414 | CHO-K1 APJ PathHunter beta-arrestin, luminescence; 0% DMSO wells, 100% apelin | activation, % at 20 µM | actives 0.11% (n = 330,000);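 active = activation more than six SD over the plate average, tested at 20 µM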;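 also: 0% = DMSO alone and 100% = apelin-13 at 10 nM; some results filed as inactive read as strong as hits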
#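 Test system: CHO-K1 APJ beta-arrestin complementation cell line. Amount: cell density 1000 per well. Controls: DMSO negative, 10 nM Apelin-13 positive. Signal: luminescent beta-gal fragment complementation, chemiluminescent substrate. Read-out basis: agonist-driven arrestin binding to APJ. Timing: compound stimulation 90 min at 25 °C, detection 60 min.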
# tim10-1 inh: growth inhibitors of tim10-1 mutant yeast | S. cerevisiae tim10-1 ts strain growth, BacTiter-Glo, 24 h | inhibition, % at 20 µM | actives 2.2% (n = 330,000) | AID 463190;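 active = inhibition of at least 40%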;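 also: mutant grown at 25 °C; 0% = DMSO wells with yeast and 100% = wells holding no yeast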
# tim23-1 inh: tim23-1 yeast growth inhibition; actives 1.3% (n = 330,000); inhibition, % at 20 µM; AID 463212; S. cerevisiae tim23-1 growth, BacTiter-Glo luminescence, 24 h;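 active = growth inhibition of the mutant yeast at or above 50%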;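 also: temperature-sensitive mutant grown at 25 °C; plate controls were DMSO-treated mutant yeast for no effect and medium wells lacking yeast for full effect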
# * marks the source's active call; other numbers are inactive results.
item	SMILES	TIM10 inh	CXCR6 block	APJ antagonist	UPR XBP1 act	UPR CHOP act	Mdm2-MdmX inh	APJ ag	tim10-1 inh	tim23-1 inh
1	CC(C)CN(C(=O)CN1CCCCCC1)c1c(N)n(CC(C)C)c(=O)[nH]c1=O	-6	-1	-14	-2	-1.3	26	-1	-6	13
2	Cc1cc(C)n(CC(=O)N/N=C/c2ccc([N+](=O)[O-])s2)n1	14	-14	-38	-3	0.5	17	2	21	46
3	O=C1OC(N2C(=O)CC[C@H]2C(=O)Nc2ccc(F)c(F)c2)c2ccccc21 (some centres not stated)	4	-8	-42	1	0.2	-1	0	-5	5
4	C=CCN1N=C(c2ccc(Cl)s2)CSC1=O	15	7	-7	1	-0.1	32	-4	26	16
5	COc1cccc(OC)c1C(=O)NC(=O)Oc1c(F)cccc1F	0	0	14	-4	0.5	12	3	-9	4
6	O=C(NC1CCN(C(=O)Nc2ccc(F)cc2)CC1)c1cccc(F)c1	1	1	12	-3	-0.4	8	0	9	17
7	CCN(CC)C(=S)SCC(=O)Nc1cccc(C(F)(F)F)c1	21	0	13	0	2.5	16	4	27	23
8	O=C(O)c1ccccc1-c1ccccc1C(=O)NCc1cccnc1	-3	-3	20	-2	-0.8	3	2	2	-8
9	CC(C)(C)c1cc(C(=O)N/N=C/c2cc3c(cc2Br)OCO3)n[nH]1	-12	-5	-28	3	-0.3	9	10	9	9
10	CCCCC1CCC(C(=O)Nc2ccccc2)CC1 (configuration not stated)	6	-1	-4	-2	1.6	6	-2	10	10
11	COc1ccc(CC(=O)Nc2cccc(-c3ccc4nnc(C)n4n3)c2)cc1	-8	6	4	0	0.1	22	4	13	5
12	COc1cccc(CN(C)C(=O)COc2ccc(C(=O)c3ccc(Cl)cc3)cc2)c1OC	11	5	1	0	2.5	23	-4	7	26
13	CCN(CC)CC(=O)NCC1(c2ccccc2)CCCC1	-8	2	9	-1	1.6	25	-1	6	9
14	O=C(O)C1CC(c2ccccc2F)=NO1 (configuration not stated)	-21	-1	0	1	1.2	1	-1	0	-1
15	CC(C)c1ccc(N(C(=O)c2csnn2)C(C(=O)NC2CCCC2)c2cccnc2)cc1 (configuration not stated)	11	-5	10	-4	-0.6	5	0	-11	10
16	COc1cc(NC(=O)CCCC(=O)OCC(F)(F)C(F)F)nc(OC)n1	13	4	12	-3	0.2	-7	-3	22	12
17	CCn1c(NC(=O)c2cccc(Cn3cc(Cl)cn3)c2)nc2ccccc21	27	2	-43	0	0.6	43	3	31	21
18	COC(=O)C1C(O)=C(C=NC2CCCCC2)C(=O)CC1(C)C (configuration not stated)	11	-5	9	1	0.4	15	3	16	28
19	CSc1nnc(C(C)(C)C)c(=O)n1/N=C/c1ccc(C(C)C)cc1	12	2	17	-2	0.5	-10	-4	-4	31
20	Cc1n[nH]c(C)c1NC(=O)CSc1nnnn1-c1cccc(F)c1	10	3	8	-1	0.8	23	-3	-13	7
21	C#CC[N+](C)(C)CCCCCCCCC	6	-2	5	-3	1.6	51*	-2	11	10
22	Cc1cc(C)c2nc(-c3ccccn3)cc(C(=O)NCc3ccco3)c2c1	16	-8	22	-1	1.3	1	-4	37	48
23	CCCCCOc1ccc(CSc2n[nH]c(C)n2)cc1	26	-1	7	1	3.6	-22	-2	32	34
24	CCOC(=O)c1c(NC(=O)CSc2nnnn2-c2ccc(OC)cc2)sc(C)c1C	-1	1	36	1	57*	-15	-9	21	50*
25	COc1ccc(Cc2nnc(SCC(=O)c3ccccc3)o2)cc1	4	2	3	-1	1.7	15	-5	14	18
26	Cc1oc(-c2ccccc2F)nc1CS(=O)(=O)CC(=O)NCCN1CCCC1	10	-4	12	0	1.0	2	1	16	14
27	c1ccc2c(c1)[nH]c1c3ccccc3sc21	22	-22	-7	-5	4.3	-42	2	18	31
28	CC1=C(C(=O)Nc2ccccc2)C(c2ccncc2)C(C#N)=C(SCC(=O)Nc2ccccc2)N1 (configuration not stated)	13	10	5	1	2.6	12	-3	15	18
29	COc1ccc(C(=O)Cn2cnc3ccccc3c2=O)c(OC)c1	29	0	-2	-3	6.3	-9	7	15	43
30	CCC(C(=O)OCC(=O)c1ccc2c(c1)NC(=O)CO2)c1ccccc1 (configuration not stated)	8	-8	2	0	-0.4	10	-1	13	13
31	O=[N+]([O-])c1ccccc1S(=O)(=O)n1cnc2ccccc21	4	-2	-3	-2	0.8	12	0	23	10
32	Cc1ccc(CCNC(=O)C2CC(c3cc(C(F)(F)F)cc(C(F)(F)F)c3)=NO2)cc1 (configuration not stated)	-18	3	-53	3	-1.6	6	-3	-3	3
33	O=C(Nc1ccc(N2CCN(C(=O)c3ccco3)CC2)cc1)C(c1ccccc1)c1ccccc1	8	1	-9	0	2.6	21	-2	16	0
34	CN1/C(=C\C(=O)Nc2cccnc2)c2ccccc2CC1(C)C	3	7	-30	-2	3.5	-17	-3	2	9
35	COc1ccc(-n2ncc3c(N4CCC(C(N)=O)CC4)ncnc32)cc1	-8	-3	-19	-3	0.5	-40	0	7	6
36	O=C(NCCN1CCOCC1)c1cn(CCc2ccccc2)nn1	8	-4	-6	-1	1.9	-6	5	3	22
37	CC(C)COCc1ccc(O)c2ncccc12	13	17	2	11	28	59*	-3	3	16
38	O=C(N[C@@H]1C/C=C\C[C@@H](CC(=O)N(CCO)Cc2ccccc2)C(=O)NC[C@H](c2ccccc2)OC1=O)OCC1c2ccccc2-c2ccccc21	6	37	24	-3	4.3	61*	-4	18	16
39	CC(C)c1c(Cl)c(O)c(-c2ccccc2)c(=O)n1-c1ccc(F)cc1	10	6	4	3	-1.5	5	2	10	1
40	O=C(O)c1c2c(nc3ccc(F)cc13)CCC2	1	-9	10	0	-1.5	21	-3	3	7

# Part of the list above, reformatted.
4	C=CCN1N=C(c2ccc(Cl)s2)CSC1=O
5	COc1cccc(OC)c1C(=O)NC(=O)Oc1c(F)cccc1F

screen / no.,4,5
TIM10 inh,15,0
CXCR6 block,7,0
APJ antagonist,-7,14
UPR XBP1 act,1,-4
UPR CHOP act,-0.1,0.5
Mdm2-MdmX inh,32,12
APJ ag,-4,3
tim10-1 inh,26,-9
tim23-1 inh,16,4

# (cont.)
item	SMILES	TIM10 inh	CXCR6 block	APJ antagonist	UPR XBP1 act	UPR CHOP act	Mdm2-MdmX inh	APJ ag	tim10-1 inh	tim23-1 inh
41	COC(=O)COc1cccc2c(=O)n(CC(=O)N3CCC(C)CC3)ccc12	6	0	22	1	0.1	4	-7	5	7
42	COc1ccc(-c2nc(CCNS(=O)(=O)c3ccc4c(c3)OCCO4)cs2)cc1	-1	0	5	8	2.3	-3	1	39	43
43	COc1ccccc1C(=O)NC(=S)N1CCc2ccccc21	17	-3	18	-2	0.2	11	-2	33	25
44	CC(C)(C)C1C/C(=C/c2ccccn2)C(=O)/C(=C/c2ccccn2)C1 (configuration not stated)	69*	32	45*	-7	-8.9	100*	-8	66*	68*
45	O=C(Nc1c2c(nn1-c1ccc([N+](=O)[O-])cc1)CS(=O)(=O)C2)C1CC1	-3	0	14	-1	4.2	-5	-1	-7	-11
46	COc1ccc(S(=O)(=O)N2CCc3ccccc32)cc1C(=O)NCCc1ccc(S(N)(=O)=O)cc1	-9	3	-6	-1	2.2	19	-2	-11	-15
47	N#CCCN(Cc1ccccc1)C(=O)Nc1ccc(F)cc1	-2	-16	6	-2	1.9	11	-4	-4	-3
48	O=C(CCc1nnc2ccc(NCc3ccccc3Cl)nn12)NC1CCCC1	-13	2	13	0	0.6	3	-4	0	-2
49	O=C(Nc1ccnn1C1CCN(C2CCCC2)CC1)c1ccccc1Cl	-10	9	12	-8	-1.2	-13	-5	-2	-9
50	CC(=O)Nc1ccc(NC(=O)Nc2ccc3c(c2)N(C)C(=O)CS3)cc1	19	-4	3	1	-0.4	40	-3	11	5
51	COc1ccc2nc(C)cc(SCC(=O)N/N=C/c3ccc(O)c(O)c3)c2c1	5	-6	-23	6	0.4	7	-1	-32	-2
52	COc1cccc(N2C(=O)CC(N3CCN(c4ccc([N+](=O)[O-])cc4)CC3)C2=O)c1 (configuration not stated)	-3	0	8	-5	-0.3	11	-4	-2	-3
53	O=C(CSc1nc2ccccc2c(=O)n1CCCN1CCOCC1)NCCc1ccccc1	8	2	-6	-1	-1.6	11	-2	3	13
54	COc1ccc(N2C(=O)CC(N3CCOCC3)C2=O)cc1 (configuration not stated)	-2	-8	10	0	-0.9	4	-3	10	13
55	O=C(Nc1ccc2nc(-c3ccco3)[nH]c2c1)c1cccs1	66*	-8	-20	2	2.7	-15	1	40	23
56	CCOC(=O)c1cnc2ccc(OCC)cc2c1N1CCN(c2ccccc2)CC1	19	18	8	0	0.3	8	-4	13	-5
57	O=C(Cn1cccc1)N1CCc2ccccc21	2	-7	-1	2	-1.3	2	-4	20	3
58	O=C(C1CCN(S(=O)(=O)c2cccs2)CC1)N1CCN(Cc2ccccc2)CC1	-1	1	13	-1	-1.4	6	-2	6	7
59	CC(=C\C(=O)O)/C(=C/c1ccco1)C(=O)O	-14	7	0	-1	-2.2	4	-2	-15	5
60	CC1CN(C(=S)Nc2ccccc2F)CC(C)O1 (configuration not stated)	0	-1	0	-4	2.2	28	-3	-1	2

# Filtered by structure: those above containing an aryl thioether with sulfur outside any ring
item	SMILES	TIM10 inh	CXCR6 block	APJ antagonist	UPR XBP1 act	UPR CHOP act	Mdm2-MdmX inh	APJ ag	tim10-1 inh	tim23-1 inh
19	CSc1nnc(C(C)(C)C)c(=O)n1/N=C/c1ccc(C(C)C)cc1	12	2	17	-2	0.5	-10	-4	-4	31
20	Cc1n[nH]c(C)c1NC(=O)CSc1nnnn1-c1cccc(F)c1	10	3	8	-1	0.8	23	-3	-13	7
23	CCCCCOc1ccc(CSc2n[nH]c(C)n2)cc1	26	-1	7	1	3.6	-22	-2	32	34
24	CCOC(=O)c1c(NC(=O)CSc2nnnn2-c2ccc(OC)cc2)sc(C)c1C	-1	1	36	1	57*	-15	-9	21	50*
25	COc1ccc(Cc2nnc(SCC(=O)c3ccccc3)o2)cc1	4	2	3	-1	1.7	15	-5	14	18
51	COc1ccc2nc(C)cc(SCC(=O)N/N=C/c3ccc(O)c(O)c3)c2c1	5	-6	-23	6	0.4	7	-1	-32	-2
53	O=C(CSc1nc2ccccc2c(=O)n1CCCN1CCOCC1)NCCc1ccccc1	8	2	-6	-1	-1.6	11	-2	3	13

# High-throughput results deposited in PubChem BioAssay by Sanford-Burnham Center for Chemical Genomics.

# Only part of the results is shown, so the mix of outcomes need not match the whole.
